MPTP inh – permeability transition pore inhibition. isolated mouse mitochondria, Ca2+ swelling absorbance, 30 min. inhibition, % at 10 µM. 360,000 tested, 1.4% active. AID 602449;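 active = inhibition of 50% or more, scaled per plate between neutral and stimulator controls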;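 also: 0% = DMSO wells given calcium and 100% = 1 mM EGTA wells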
PfGluPho inh – PfG6PD (Plasmodium falciparum) enzyme inhibition. 350,000 tested, 0.78% active. inhibition, % at 20 µM. PfGluPho enzyme, NADPH resazurin-diaphorase fluorescence;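 active = inhibition reaching at least a set limit at 20 µM in the primary screen, cut at about 59% in these data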;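 also: 0% = DMSO wells with substrate and 100% = DMSO wells lacking glucose-6-phosphate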
hIAP activ – increases human intestinal alkaline phosphatase activity; purified human IAP, CDP-Star luminescence, 30 min; hits give high values; 1 = vehicle-only enzyme, 0 = enzyme-free background; AID 2524; activation factor at 10 µM; 330,000 tested, 0.16% active; P09923;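 active = activation factor of the enzyme at least 2-fold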; also: the source names both 10 and 20 µM as test concentration; values of inactives mirror those of a sister screen read the other way
ATG4B inhibitor – inhibitors of human ATG4B cysteine protease; Q9Y4P1; ATG4B cleavage of LC3-PLA2, NBD-HPC fluorescence, 1 h; inhibition, % at 8.33 µM; 340,000 tested, 0.51% active; in the data active = inhibition above about 40%
NR3A LBD binder – modulators (binders) of human NR3A ligand-binding domain; NR3A LBD differential scanning fluorimetry, Tm shift; 0% = protein alone, 100% = glycine-bound protein; Tm shift relative to glycine control, % at 25 µM; 340,000 tested, 2.5% active; AID 1259313;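 active = melting temperature shift of at least 10% of the positive control shift, at one fixed dose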
SENP6 inh – blocks the human protease SENP6 | Q9GZR1 | Recombinant SENP6 catalytic domain, aminoluciferin luminescence | inhibition, % at 10 µM | 330,000 tested, 1.8% active | AID 2599;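 active = inhibition above about 50% at the single tested dose, limit read from the data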;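 also: plate controls were DMSO wells with enzyme for no effect and DMSO wells lacking enzyme for full effect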
Target sequence (Q9GZR1 628-1112 limits assumed): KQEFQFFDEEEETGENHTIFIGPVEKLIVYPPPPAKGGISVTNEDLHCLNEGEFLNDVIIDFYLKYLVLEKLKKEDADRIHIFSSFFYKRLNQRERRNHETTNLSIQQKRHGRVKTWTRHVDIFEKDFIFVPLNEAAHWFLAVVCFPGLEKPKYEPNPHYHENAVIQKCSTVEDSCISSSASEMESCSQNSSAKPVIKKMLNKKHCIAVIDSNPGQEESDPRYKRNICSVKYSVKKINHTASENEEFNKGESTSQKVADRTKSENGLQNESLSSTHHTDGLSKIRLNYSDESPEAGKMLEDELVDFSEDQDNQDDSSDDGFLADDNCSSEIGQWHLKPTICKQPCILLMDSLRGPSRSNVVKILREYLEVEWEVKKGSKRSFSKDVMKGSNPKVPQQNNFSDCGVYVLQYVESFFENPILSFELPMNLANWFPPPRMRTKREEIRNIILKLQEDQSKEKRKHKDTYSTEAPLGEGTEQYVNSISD
SENP1 inh – SENP1 (human) catalytic domain inhibition. 360,000 tested, 0.21% active. Q9P0U3. inhibition, % at 10 µM. AID 624204. recombinant SENP1 catalytic domain, CyPet-SUMO1-YPet FRET cleavage;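 active = inhibition at least 30% at 10 µM, raw YFP signal under a set limit, fluorescence ratio 0.5 to 1.5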;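 also: 0% = enzyme with DMSO and 100% = no enzyme wells; some results filed as inactive read as strong as hits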
Target sequence (Q9P0U3 419-644 limits assumed): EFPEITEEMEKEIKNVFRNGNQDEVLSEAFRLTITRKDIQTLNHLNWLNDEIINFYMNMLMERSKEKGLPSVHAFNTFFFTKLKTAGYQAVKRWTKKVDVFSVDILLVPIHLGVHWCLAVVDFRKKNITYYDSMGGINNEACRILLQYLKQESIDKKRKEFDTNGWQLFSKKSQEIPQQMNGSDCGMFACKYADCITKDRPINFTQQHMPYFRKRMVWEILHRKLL
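Assay system: hSENP1 catalytic domain, recombinant. Amount: SENP1 enzyme, 20 pM final. Schedule: 50 min reaction, RT, dark. Technique: FRET, CFP and YFP emission. Control set: no-enzyme wells low, DMSO-plus-enzyme wells high control.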
SENP8 inh – blocks human SENP8 cleavage of Nedd8 substrate. Q96LD8. recombinant SENP8, Nedd8 substrate fluorescence. inhibition, % at 20 µM. 360,000 tested, 0.64% active; in the data active = inhibition mostly above about 40%, no sharp cut-off; inactive = mostly below about 27%
Target sequence (Q96LD8 whole entry, looked up): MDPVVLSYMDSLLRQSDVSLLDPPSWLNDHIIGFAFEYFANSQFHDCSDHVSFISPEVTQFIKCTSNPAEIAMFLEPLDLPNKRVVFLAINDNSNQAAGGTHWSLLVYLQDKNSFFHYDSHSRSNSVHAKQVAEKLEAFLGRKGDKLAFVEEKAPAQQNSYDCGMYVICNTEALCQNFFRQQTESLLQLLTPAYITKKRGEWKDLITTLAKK
Numbers without * were called inactive; . = no result given. Rows are unselected. Share with any hit: about 6.7%.

SMILES | MPTP inh | PfGluPho inh | hIAP activ | ATG4B inhibitor | NR3A LBD binder | SENP6 inh | SENP1 inh | SENP8 inh
CC1(C)CC(=O)C/C(=N\NC(=O)C2CC23CCC3)C1 (stereo not given) | -0.2 | -16 | 1.1 | 8 | 2 | -15 | -3 | -10
O=C(NCCN1CCOCC1)c1cc(-c2ccco2)on1 | -0.9 | -7 | 0.92 | 0 | 2 | 7 | 1 | 16
COc1ccc2nc(C)cc(N/N=C/c3ccc(F)cc3)c2c1 | 20 | 14 | 1.3 | -4 | 0 | 9 | -6 | -310
Cc1oc(/C=N/NC(=O)CC2(C)OCCO2)cc1Br | -0.4 | 6 | 1.1 | 1 | -1 | -2 | 0 | 16
O=C(/C=C/N1CCOCC1)c1ccc(-c2ccccc2)cc1 | 1.7 | -12 | 0.84 | 6 | -10 | 26 | -18 | -10
O=C(COC(=O)c1ccccc1SCC(=O)N1CCCC1)Nc1ccccc1C(F)(F)F | 0.4 | -12 | 0.97 | 0 | -1 | -17 | 2 | -5
O=C(c1cccc(F)c1)N1CCN(Cc2c[nH]c3ccccc23)CC1 | 1.2 | -19 | 1.1 | -4 | 0 | -10 | -1 | 23
COc1ccc(NC(=O)CN(C)C(=O)CCCSc2nc3ccccc3[nH]2)cc1 | -0.1 | 1 | 1 | -1 | 0 | -10 | 2 | 16
CCC(CC)CN1C(Nc2ccccc2)=NC[C@@H]1C | -1.3 | -3 | 0.83 | -5 | -2 | -4 | 1 | 13
O=C(CCC(=O)c1ccc[nH]1)c1ccc(Cl)cc1 | 0.9 | 3 | 1 | 9 | -1 | -29 | 0 | 2
CC(=O)Nc1c(C(=O)Nc2ccc3c(c2)OCO3)oc2ccccc12 | -1.0 | 17 | 0.92 | -7 | 0 | 9 | -1 | -10
CC(C)NC(=O)c1ccccc1S(=O)(=O)c1ccccc1C#N | -1.0 | -6 | 1.1 | -10 | -1 | 2 | 0 | 7
CC(C)(C)NC(=O)NC(=O)CN1CCc2ccccc21 | -0.1 | -2 | 1 | -8 | -1 | -1 | -2 | 3
CCOc1ccc(OCCC(=O)OCC(=O)NCc2ccccc2)cc1 | 1.2 | -2 | 0.96 | 5 | 2 | 10 | 0 | -2
O=C(CCN1C(=O)/C(=C/c2ccco2)SC1=S)Nc1ccc(O)cc1C(=O)O | -0.5 | 5 | 1 | 43* | -2 | 14 | 1 | 28
COc1ccc(OCC(=O)NC(=O)c2ccccc2)c([N+](=O)[O-])c1 | -1.4 | -6 | 1 | -6 | 0 | -27 | 0 | 19
O=C(NC1CC1)C1=C[C@@H](c2ccccc2)C[C@@H](OCc2ccc(CO)cc2)O1 | -0.4 | 1 | 0.98 | -11 | -1 | -3 | 0 | 8
COCCNC(=O)c1cccc2c1C(=O)c1ccc(N3CCOCC3)cc1S2(=O)=O | 0.4 | -2 | 0.9 | -3 | -1 | -7 | 73* | 21
COc1ccc(CNc2nc(-c3cccnc3)nn2C(=O)c2cccs2)cc1 | -2.0 | 18 | 0.9 | -8 | -7 | -30 | 2 | -27
Cc1ccccc1C(=O)NC(=S)N(C)CCc1ccccn1 | -0.2 | -2 | 0.95 | -15 | 3 | 9 | 3 | 15
CCOc1ccc(NC(=O)C[n+]2ccccc2)cc1 | 0.4 | 0 | 1 | -5 | -2 | 6 | 2 | 19
COc1ccc(C(=O)OCC(=O)c2c[nH]c3ccccc23)c(OC)c1 | -0.3 | 4 | 1.1 | -3 | 0 | -15 | -7 | -2
c1ccc2[nH]c(CSc3nc4ccccc4s3)nc2c1 | 45 | -6 | 1.2 | 3 | -3 | 16 | -34 | -213
COc1cc(/C=C2/SC(=S)N(Cc3ccccc3)C2=O)ccc1OCC(=O)O | 1.5 | -4 | 0.95 | 28 | 8 | 7 | -55 | 14
C=CCNc1nc2c(c(=O)[nH]c(=O)n2C)n1CCCc1ccccc1 | 1.0 | -8 | 1 | 6 | -3 | 0 | 2 | 6
Cc1ccc(Cn2nnc3c(=O)[nH]c(C4CCN(S(=O)(=O)Cc5ccccc5)CC4)nc32)cc1 | 0.1 | -8 | 1 | -10 | -11 | -4 | 1 | 20
CCOc1cc(S(=O)(=O)N2CCCCC2)ccc1Cl | 1.7 | 1 | 1 | -1 | 3 | -13 | 3 | 12
COc1ccc(C(=O)NC(=S)NCCO)cc1Br | 0.4 | 3 | 1 | -3 | -1 | -17 | 4 | 10
CC1(OC(=O)C2CCCC2)C(=O)C=C2C=C(c3ccsc3)N(CC3CC3)C=C2C1=O (stereo not given) | 0.2 | 68* | 1 | -2 | -3 | 30 | -51 | -22
O=c1oc2ccccc2c2c1nc(C(F)(F)F)n2-c1ccccc1 | 1.5 | -15 | 1.1 | 3 | 0 | -6 | 3 | 6
O=C(C1=C(O)C(=O)N(c2nccs2)C1c1ccccc1)c1cc2ccccc2o1 (stereo not given) | 3.6 | 7 | 1.1 | -16 | -12 | -11 | -32 | -134
Cn1cnc2cc(OC(=O)c3ccccc3)ccc21 | 0.1 | -1 | 1.3 | 1 | 0 | -4 | 4 | 9
COc1ccccc1/C=C1\SC(=S)N(CCC(=O)NC2=NCCS2)C1=O | 2.3 | 7 | 0.95 | -3 | -1 | -16 | 2 | 18
CC(=O)n1nc(-c2ccc(C)cc2)nc1NCc1ccc(F)cc1 | 19 | 10 | . | -1 | 5 | . | 4 | 21
Cc1ccc2cccc(OCC(=O)NCCC3=CCCCC3)c2n1 | -1.5 | -9 | 0.89 | 8 | 1 | -7 | -1 | -60
COc1cc(/C=N/NC(=O)CCc2ccccc2)ccc1O | -1.1 | 2 | 0.91 | 12 | -2 | 4 | 1 | -11
CN(C)S(=O)(=O)c1ccc(C(=O)N2CCN(S(=O)(=O)c3ccc4c(c3)OCCO4)CC2)cc1 | 1.0 | -5 | . | -9 | -1 | . | 2 | 19
COc1cc(NC(=O)c2ccccc2)c(OC)cc1NC(=O)CN1CCOCC1 | -5.9 | 11 | 1.1 | -7 | 1 | -1 | -5 | 17
CCC(=O)NC(=S)Nc1ccccc1C(F)(F)F | 2.6 | 0 | 0.93 | -5 | 9 | -11 | 4 | 21
CCC(=O)N1CCc2cc(Br)cc(S(=O)(=O)N(C)c3ccc(OC)cc3OC)c21 | -1.7 | 21 | 0.97 | -1 | -1 | -10 | 0 | 9
COc1ccc(C#Cc2cnc3c(c2)C(=O)N([C@H](C)CO)C[C@@H](C)[C@H](CN(C)C(=O)CN(C)C)O3)cc1 | -0.4 | 3 | . | . | . | . | -12 | -76
COc1ccccc1Nc1c([N+](=O)[O-])cncc1[N+](=O)[O-] | -1.5 | 15 | 1 | -3 | 0 | 2 | 0 | 20
CCCc1cc(=O)oc2cc(OCc3nn[nH]n3)ccc12 | -0.7 | -40 | 0.93 | -2 | -5 | -6 | 0 | -132
COc1ccc(OCCCCN(C)Cc2ccccc2)cc1 | 1.9 | -18 | 1.1 | 6 | -1 | 1 | 2 | 5
O=C(NNC(=O)C1[C@H]2CCCC[C@@H]12)c1ccc(=O)oc1 (stereo not given in full) | 1.0 | -7 | 0.96 | 5 | -2 | 10 | -35 | -432
O=c1[nH]c(C2CCN(S(=O)(=O)c3ccc(F)cc3)CC2)nc2c1nnn2Cc1ccc2c(c1)OCCO2 | -0.9 | -43 | 0.94 | -8 | -4 | -18 | 1 | 1
CCSC1=C(C#N)C(c2ccc3c(c2)OCO3)C2=C(CCCC2=O)N1 (stereo not given) | -3.8 | 0 | 1.1 | -5 | -1 | -19 | 1 | -242
S=c1[nH]nc(-c2ccc3ccccc3n2)n1-c1ccc2c(c1)OCCO2 | 1.0 | 37 | 1.1 | -2 | 1 | -36 | 3 | -21

Filtered by structure: the compounds so far with a cyano group (2)
SMILES | MPTP inh | PfGluPho inh | hIAP activ | ATG4B inhibitor | NR3A LBD binder | SENP6 inh | SENP1 inh | SENP8 inh
CC(C)NC(=O)c1ccccc1S(=O)(=O)c1ccccc1C#N | -1.0 | -6 | 1.1 | -10 | -1 | 2 | 0 | 7
CCSC1=C(C#N)C(c2ccc3c(c2)OCO3)C2=C(CCCC2=O)N1 (stereo not given) | -3.8 | 0 | 1.1 | -5 | -1 | -19 | 1 | -242

Further records follow.
SMILES | MPTP inh | PfGluPho inh | hIAP activ | ATG4B inhibitor | NR3A LBD binder | SENP6 inh | SENP1 inh | SENP8 inh
CN(Cc1nccn1C)C(=O)c1cc(COc2cccc(C(F)(F)F)c2)on1 | -1.0 | 3 | 0.83 | -4 | -3 | -12 | 0 | 18
COc1ccc(Cn2c(=O)[nH]c3cc(C(=O)NCCCN4CCCC4=O)ccc3c2=O)cc1 | -0.4 | -5 | 0.95 | -6 | -1 | 7 | -1 | -22
CCOc1ccc(/C=C/C(=O)N(CC)CC(=O)Nc2ccc3c(c2)OCCO3)cc1OCC | -0.1 | -19 | 0.87 | 0 | 7 | 7 | -1 | -120
COC(=O)c1cccc(NC(=O)CC2C(=O)NCCN2C(=O)c2ccc(F)cc2F)c1 (stereo not given) | 3.2 | 0 | 0.99 | -3 | -2 | -17 | 1 | 13
CC1CC(=O)N(C)c2cc([N+](=O)[O-])ccc2N1 (stereo not given) | 0.1 | 12 | 0.92 | -6 | -1 | 7 | -13 | 19
CC1Cc2ccccc2N1C(=O)c1ccc(N2CCCC2)c([N+](=O)[O-])c1 (stereo not given) | 2.4 | -8 | 1.2 | 13 | 2 | -4 | 3 | 23
Cc1ccnc(N2CCC(C(=O)Nc3ccc(Oc4ccccc4)cc3)CC2)n1 | 12 | -14 | 1.5 | 0 | -1 | -11 | 2 | -59
C=CCn1c(SCc2csc(C)n2)nc2sc3c(c2c1=O)CCC(C)C3 (stereo not given) | 28 | 16 | 0.87 | -2 | 3 | 1 | -1 | 8
CCCOc1cccc(-c2nnc(NC(=O)c3ccco3)s2)c1 | 1.0 | -14 | 0.98 | 1 | -4 | -2 | -2 | -471
CC1CCCC(C)N1S(=O)(=O)c1ccc(NC(=O)CNCC2CCCO2)cc1 (stereo not given) | -1.0 | 5 | 1.2 | 11 | 0 | -10 | 0 | 2
Cc1ccccc1N(C(=O)Cn1nnc(-c2cccs2)n1)C(C(=O)NCCC(C)C)c1ccco1 (stereo not given) | -1.2 | -8 | 1 | 1 | 1 | 5 | 2 | 34
Cc1noc(C)c1NC(=O)N(C)C[C@H]1Oc2ccc(NC(=O)NC3CCCCC3)cc2C(=O)N([C@H](C)CO)C[C@@H]1C | 0.0 | -1 | 1.1 | -6 | -2 | -5 | -1 | 10

Quoted from the listing.
Reading for `CN(Cc1nccn1C)C(=O)c1cc(COc2cccc(C(F)(F)F)c2)on1` in hIAP activ: 0.83
Reading for `Cc1ccnc(N2CCC(C(=O)Nc3ccc(Oc4ccccc4)cc3)CC2)n1` in PfGluPho inh: -14

Carrying on.
SMILES | MPTP inh | PfGluPho inh | hIAP activ | ATG4B inhibitor | NR3A LBD binder | SENP6 inh | SENP1 inh | SENP8 inh
Cc1cc(C)c(S(=O)(=O)N2CCN(C(=O)c3ccc(-n4cncn4)c([N+](=O)[O-])c3)CC2)c(C)c1 | -0.3 | 0 | 1 | -12 | 0 | -5 | 1 | 0
COCC(=O)NNC(=S)Nc1cccc(C)c1C | 0.0 | -16 | 1.4 | 1 | 1 | 5 | 3 | 19
Cc1ccc(NC(=S)N2CC(C)OC(C)C2)cc1C (stereo not given) | -0.6 | 10 | 0.86 | -4 | 3 | -39 | 6 | 9
Cc1nc2ccccc2nc1OCC(=O)Nc1ccc2ccccc2c1 | 4.1 | -11 | 1.2 | -7 | -1 | -11 | 2 | -38
Cn1c(SCC(=O)N2CCOCC2)nc2sc3c(c2c1=O)CCCC3 | 3.4 | -9 | 0.97 | -7 | 0 | 3 | 3 | 14
O=C(Nc1cccc(C(=O)N2CCOCC2)c1)NC1CCCCC1 | 2.8 | 3 | 1.1 | -6 | -1 | -15 | -1 | 13
